HUVEC inhibit: human endothelial cell proliferation inhibition; HUVEC proliferation, CellTiter-Glo luminescence, 72 h; stronger effect = lower value; viability, % at 10 µM (by protocol); 86,000 tested, 1.1% active;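 active means viability at or below 30%; inactive means viability above 30%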;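 further: 100% = median luminescence of DMSO-only cell control wells on each plate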
H69AR inhibit: blocks growth of human H69AR lung tumor cells; H69AR lung tumor viability, ATP luminescence, 72 h; stronger effect = lower value; viability, % at 10 µM; 85,000 tested, 6% active;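 active means viability at or below 40%; inactive means viability above 40%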;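 further: multidrug resistant small cell line overexpressing MRP-1 efflux transporter; 100% = mean luminescence of untreated control wells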
Fibroblast inh: blocks proliferation of human lung fibroblasts. 85,000 tested, 1.1% active. LL 47 human lung fibroblast viability, ATP luminescence; stronger effect = lower value. viability, % at 10 µM. AID 719;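 active means viability at or below 50% in the single dose screen; inactive means viability above 50%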;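 further: compound exposure lasted 72 h before the ATP readout; 100% = median luminescence of untreated cell-only wells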
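Times – overnight cell rest, 72 h compound treatment at 37 °C · Test system – human lung fibroblast line LL 47, low passage · Amount – 1,150 cells in each well · Controls – cell-only wells, no compound · Doses – 0.1% DMSO in all compound wells · Measured by – CellTiter-Glo luminescence · Buffer or medium – IMEM plus 15% FBS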
Mac1 fbg enh: CD11b/CD18-fibrinogen binding enhancement. P05107+P11215. K562 CD11b/CD18 adhesion to fibrinogen, ATPlite luminescence. activation, % at 10 µM. 93,000 tested, 0.07% active;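 active means 10 µM primary screen giving 50% or more activity, confirmed by 40% or more on retest at that dose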; further: strong numbers were not always called active
ERa coact pot: ER-alpha (human) coactivator binding potentiation | P03372 | 86,000 tested, 1.3% active | TR-FRET ERalpha-LBD/SRC-Cy5 coactivator binding, 2 h; 100 = basal binding, no effect | coactivator binding (% of control), % at 25.6 µM; in the data active means activity above about 200%;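 further: binding measured in presence of low estradiol as agonist stimulus; 0% = peptide alone without receptor and 100% = receptor with peptide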
ERb SRC1 inh: ER-beta (human) coactivator binding inhibition. Q92731. TR-FRET ER-beta LBD / SRC1-Cy5 peptide binding; receptor agonist-loaded with 1 µM estradiol. inhibition, % at 25.6 µM. 86,000 tested, 1.3% active. AID 633;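 active means compounds whose percent inhibition of the receptor-coactivator binding signal exceeds about 50% in the single-dose screen, limit read from the data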;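 further: 0% = receptor plus peptide wells without compound and 100% = peptide-only wells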
Target sequence (Q92731 whole entry, looked up, the tested form may be a part): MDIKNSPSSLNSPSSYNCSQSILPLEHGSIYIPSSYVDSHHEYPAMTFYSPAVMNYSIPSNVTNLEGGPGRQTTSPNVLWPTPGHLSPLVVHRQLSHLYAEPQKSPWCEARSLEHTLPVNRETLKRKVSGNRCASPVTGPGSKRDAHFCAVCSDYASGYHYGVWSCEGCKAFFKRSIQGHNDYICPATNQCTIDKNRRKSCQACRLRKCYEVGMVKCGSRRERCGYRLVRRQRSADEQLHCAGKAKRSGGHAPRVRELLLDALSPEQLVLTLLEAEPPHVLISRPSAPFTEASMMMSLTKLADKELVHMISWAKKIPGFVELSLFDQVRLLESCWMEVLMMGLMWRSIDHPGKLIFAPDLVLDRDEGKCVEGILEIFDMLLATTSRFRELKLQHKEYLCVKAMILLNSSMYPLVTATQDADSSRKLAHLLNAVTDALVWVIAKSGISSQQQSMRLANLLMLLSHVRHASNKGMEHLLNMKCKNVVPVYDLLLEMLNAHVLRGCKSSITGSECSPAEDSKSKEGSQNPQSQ
MT1-MMP txn act: activates MT1-MMP transcription. HT1080 MT1-MMP promoter luciferase reporter, luminescence, overnight; stronger effect = higher value. activation factor at 10 µM. 86,000 tested, 0.16% active. AID 750;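 active means activation factor of at least 2 for MT1-MMP transcription at 10 µM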
Smad3 FoxH1 inh: blocks human Smad3 binding to FoxH1 peptide | P84022 | TR-FRET Smad3/Dy647-FoxH1 peptide binding, europium anti-His | inhibition, % at 25 µM | 88,000 tested, 0.29% active;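 active means compounds that reduce the energy-transfer binding signal between the protein and its labelled peptide by more than half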;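 further: 0% = Smad3 plus labelled peptide maximal FRET and 100% = peptide-only background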
Target sequence (P84022 whole entry, looked up): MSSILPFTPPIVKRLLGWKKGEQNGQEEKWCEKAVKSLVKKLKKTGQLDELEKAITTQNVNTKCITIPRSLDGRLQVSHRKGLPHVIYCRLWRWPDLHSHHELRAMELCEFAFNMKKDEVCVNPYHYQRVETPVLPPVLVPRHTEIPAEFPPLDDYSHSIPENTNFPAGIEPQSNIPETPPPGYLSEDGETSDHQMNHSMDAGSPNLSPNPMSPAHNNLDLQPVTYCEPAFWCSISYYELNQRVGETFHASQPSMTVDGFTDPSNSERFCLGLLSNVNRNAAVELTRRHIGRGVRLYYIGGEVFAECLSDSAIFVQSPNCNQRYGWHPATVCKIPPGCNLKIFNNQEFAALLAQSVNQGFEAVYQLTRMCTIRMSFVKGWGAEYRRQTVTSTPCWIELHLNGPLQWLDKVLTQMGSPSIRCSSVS
ERa SRC1 inh: ER-alpha (human) coactivator binding inhibition | P03372 | TR-FRET ER-alpha LBD / SRC-1 peptide, estradiol-bound | inhibition, % at 25.6 µM | 86,000 tested, 1.7% active | AID 629; in the data active means inhibition above about 50%;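 further: 0% = receptor plus peptide control and 100% = peptide only without receptor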
* = called active by the depositor; x = no result given; [ ] = dose if it differs, or a comment.

SMILES	HUVEC inhibit	H69AR inhibit	Fibroblast inh	Mac1 fbg enh	ERa coact pot	ERb SRC1 inh	MT1-MMP txn act	Smad3 FoxH1 inh	ERa SRC1 inh
CCOC(=O)C1=C(C)NC(=O)NC1c1ccc2c(c1)OCCO2 (centres undefined)	96	84	101	-2	106	-5	1.1	2	-1
CCC(C)Nc1nc(SC(C(C)=O)C(C)=O)nc(N(C)C)n1 (centres undefined)	96	97	88	-2	105	-6	1.1	-3	-2
O=C(O)c1ccc(CN2C(=O)CSC2=S)cc1	92	85	95	-6	112	1	1.1	-6	0
COc1ccc(C(=O)Oc2c(CN3CCOCC3)cc(Cl)c3cccnc23)cc1OC	80	1.5*	7.2*	x	107	-8	1	-1	-5
O=C(CSc1ccc(-c2nc3ccccc3[nH]2)cn1)N1CCN(C(=O)c2ccco2)CC1	43	43	89	-2	119[fluorescence artefact?]	2	1.1	9	10
CCn1c(=O)n(CC)c2cc(S(=O)(=O)Nc3ccccc3C)c(C)cc21	92	68	93	41	106[fluorescence artefact?]	0[fluorescence artefact?]	1	9	10[fluorescence artefact?]
CC(C)Cn1c(C(C)C)nc([N+](=O)[O-])c1Sc1ccc(Cl)cn1	78	19*	55	x	93	-3	1.1	7	-1
O=C(CSc1nc(Nc2ccccc2)nc(N2CCOCC2)n1)Nc1ccc2c(c1)OCCO2	81	51	89	-6	112	-15	1.2	2	-27
CCOc1ccc(-n2c(SC(C)C)nc3c(c2=O)SCC3)cc1	103	71	94	2	103	-11	1.2	7	8
CCOC(=O)c1nnn(-c2nn3nnnc3c3ccccc23)c1C	90	44	83	-4	120	-5	1	6	-7
Cc1cc(C)cc(C(=O)N2CC(C)OC(C)C2)c1 (centres undefined)	108	101	102	0	117	16	0.9	9[fluorescence artefact?]	-1
c1coc(CNc2ncnc3c2oc2ccccc23)c1	96	80	103	-1	98	19	1.2	2	6
COC(=O)c1c(-c2ccccc2)csc1NC(=O)c1ccco1	114	91	66	-4	121	1[fluorescence artefact?]	1.4	12	1[fluorescence artefact?]
CN(CCNC(=O)C1(O)c2ccccc2NC(=O)N1c1ccccc1)Cc1ccccc1 (centres undefined)	95	97	102	1	106	4	1	-4	-6
Nc1ccc(C(=O)N2CCCC2)cc1	106	97	106	x	101	-1	1.1	-3	-3
Cc1c(NC(=O)CN2CCN(c3ccccc3)CC2)c(=O)n(-c2ccccc2)n1C	96	111	99	x	101	-8	1	-7	9
O=C(Nc1ccc2sccc2c1)c1ccc(Cl)s1	97	70	90	1	126[fluorescence artefact?]	22	1.3	-4	-1
COCCNC(=O)c1cc2sc3ccccc3c2s1	92	93	104	1	102	-25	1.6	9	-18
CC(NC(=O)c1ccncc1)C(C)(C)C (centres undefined)	107	97	101	-2	121	-7	1.2	-5	13
CSc1nncn1/N=C/c1cc(Cl)ccc1F	97	69	97	0	113[fluorescence artefact?]	1[fluorescence artefact?]	1	-3[fluorescence artefact?]	3
c1cncc(-c2nn3c(Cn4nnc5ccccc54)nnc3s2)c1	85	86	96	-6	79	-10	1.2	20	-8
CCn1cc(S(=O)(=O)CC(=O)NC2CCCCC2)c2ccccc21	91	96	101	-3	108	-2[fluorescence artefact?]	1	9	3[fluorescence artefact?]
Cc1ccnc(NC(=O)CCC(=O)N(CC(=O)NCC2CCCO2)Cc2ccc(F)cc2)c1 (centres undefined)	91	97	90	-4	96	3	1.2	-5	10
COc1ccc(-c2noc(CSc3nc4ccccc4c(=O)n3-c3ccccc3)n2)cc1OC	105	91	94	7	95	13	1.1	-10	-1
CCCOc1ccc(NC(N)=O)cc1OCCC	100	101	102	0	115[fluorescence artefact?]	3[fluorescence artefact?]	1.1	11	2[fluorescence artefact?]
C/C(=N\O)C1/C(=N/O)CC2C1C2(C)C (centres undefined)	101	92	101	-2	108	0	x	-5	-3
CCN1CCc2c(C#N)c(N3CCOCC3)nc(N3CCOCC3)c2C1	101	76	96	1	118	1	1.2	12	-1
CC(C)c1nccn1S(=O)(=O)c1cc(Cl)ccc1Cl	104	96	102	3	104	7	1	3[fluorescence artefact?]	3
COCCNC(=O)c1cc(-c2ccc(Cl)c(Cl)c2)on1	93	67	91	2	126	12[fluorescence artefact?]	1.2	-13	11
C=CCNc1nc(C)c(C(C)=O)cc1C#N	95	104	101	0	104	-4	1.2	9	-8
c1ccc(N2CCN(Cc3ccsc3)CC2)nc1	86	97	103	-6	104	-5	1.1	-1	2
O=C(O)CN1C(=O)SC(Nc2ccc(Cl)cc2)C1=O (centres undefined)	65	79	103	-4	108	-8	1	-3	-3
CCSCCNC(=O)c1cncc(Br)c1	82	87	94	2	127	9[fluorescence artefact?]	1.2	13	15[fluorescence artefact?]
CCOC(=O)C1=C(C)N(c2ccccc2)C(=O)C1CC(=O)O (centres undefined)	104	91	92	-4	105	-4[fluorescence artefact?]	1.2	-2	21
CC(=O)CCc1oc2ccc(NC(C)=O)cc2c1-c1ccc(C)o1	73	64	89	-3	100	2	1.2	2	-12
O=C(COC(=O)c1cccc2ccccc12)Nc1ncc(C(F)(F)F)cc1Cl	104	109	108	-1	123[fluorescence artefact?]	10	1	-22	-7
CCOc1ccc(NC(=O)C2CCCN(S(=O)(=O)c3cccc4nsnc34)C2)cc1 (centres undefined)	68	94	102	-1	111	0[fluorescence artefact?]	1	3	3
O=S(=O)(NCCCO)c1ccc2c(c1)Cc1cc(S(=O)(=O)NCCCO)ccc1-2	92	100	98	-3	95	-1	1.2	4	5
CCN(C(=O)COC(=O)c1ccccc1Nc1cccc(C)c1C)C1CCS(=O)(=O)C1 (centres undefined)	76	81	96	x	97	-15	1.1	-3	-6
CC(NS(=O)(=O)c1ccc(CCC(=O)N2CCN(C)CC2)cc1)c1ccccc1 (centres undefined)	96	85	102	3	104	-3	1.1	2	-9
COc1ccc(S(=O)(=O)Nc2cc(Cl)ccc2OC)cc1	39	19*	52	1	109	0	0.4	6	-1
O=C(c1ccc(=O)n(Cc2ccccc2)n1)N1CCN(C/C=C/c2ccccc2)CC1	85	81	93	3	118	-1	1.2	2	-7
OCCN1CN=C(Nc2nc3ccccc3o2)NC1	101	97	95	4	128	-4	1.2	7	-6
COc1ccc(N2C(=NC(C)=O)SC3CS(=O)(=O)CC32)cc1OC (centres undefined)	89	92	101	-1	117	2	1	-3	11[fluorescence artefact?]
CCOC(=O)N1CCN(C(=O)C2CC(c3ccccc3OC)=NO2)CC1 (centres undefined)	98	94	102	0	113	-5	1	-1[fluorescence artefact?]	-2
CC1CCCN(S(=O)(=O)c2ccc(NC(=O)c3cccc(-n4cnnn4)c3)cc2)C1 (centres undefined)	73	88	94	0	90[fluorescence artefact?]	7	1.1	-12	9
Cc1cc(C)cc(N2CCN(C(=O)N3CCOCC3)CC2)c1	106	91	101	-2	124	-12	0.8	-16	-8
CCN=C(NCC)SC1CC(=O)N(c2ccccc2)C1=O (centres undefined)	98	101	98	-2	116	-4	1	6	-1

The last two entries of the part above open the next one:
SMILES	HUVEC inhibit	H69AR inhibit	Fibroblast inh	Mac1 fbg enh	ERa coact pot	ERb SRC1 inh	MT1-MMP txn act	Smad3 FoxH1 inh	ERa SRC1 inh
Cc1cc(C)cc(N2CCN(C(=O)N3CCOCC3)CC2)c1	106	91	101	-2	124	-12	0.8	-16	-8
CCN=C(NCC)SC1CC(=O)N(c2ccccc2)C1=O (centres undefined)	98	101	98	-2	116	-4	1	6	-1
COCC(=O)Nc1nc2ccc(S(C)(=O)=O)cc2s1	87	x	91	2	119	-10	1.4	1	-1
CCOc1ccc2nc(Nc3nc4c(c(=O)[nH]3)CCC4)nc(C)c2c1	92	92	103	x	178[fluorescence artefact?]	36	1.3	19	52*[fluorescence artefact?]
COc1ccc2[nH]cc(C(O)CN3CCN(c4ccccc4)CC3)c2c1 (centres undefined)	81	62	102	-4	111	-12	1.1	3	-11
Cc1ccc(C(C)NC(=O)c2ccco2)cc1 (centres undefined)	93	92	109	x	105	-9	1.1	2	0
O=C(c1cccs1)c1coc2ccc(O)cc12	103	101	112	2	96	-6	1.8	0	-1
C/C=C/Cn1c(N(C)Cc2ccccc2)nc2c1c(=O)[nH]c(=O)n2C	104	82	99	5	95	-3	0.9	-15	1[fluorescence artefact?]
N#CCc1nc(CSc2nc3ccccc3o2)cs1	108	91	102	49	111[fluorescence artefact?]	1	1.4	-5	-7
CC(C)CN(CC(C)C)S(=O)(=O)N1CCC(C(=O)NCCN2CCOCC2)CC1	101	96	102	x	112	-2	1.1	-20	-4
O=C(CN1CCN(c2ccccc2F)CC1)c1ccc2cc[nH]c2c1	96	102	96	0	108	0	1.1	1	-1
O=C1CCCN1CCCN1C(=O)N[C@@H](Cc2ccccc2)C1=O	100	100	106	4	101	-6	1.1	0	1
COc1ccc(CCNc2ncnc3nc[nH]c23)cc1OC	91	90	110	0	104	-8	1.1	4[fluorescence artefact?]	-13
N#C/C(=C(/O)CN1C(=O)c2ccccc2C1=O)c1nc2ccccc2[nH]1	93	103	101	4	103[fluorescence artefact?]	-5[fluorescence artefact?]	1.1	14	-4

Ordered by the number under ERa coact pot (rising): 3 of the compounds above
mol | Mac1 fbg enh | ERa coact pot | ERb SRC1 inh | MT1-MMP txn act | Smad3 FoxH1 inh | ERa SRC1 inh
COc1ccc2[nH]cc(C(O)CN3CCN(c4ccccc4)CC3)c2c1 (centres undefined) | -4 | 111 | -12 | 1.1 | 3 | -11
COCC(=O)Nc1nc2ccc(S(C)(=O)=O)cc2s1 | 2 | 119 | -10 | 1.4 | 1 | -1
CCSCCNC(=O)c1cncc(Br)c1 | 2 | 127 | 9[fluorescence artefact?] | 1.2 | 13 | 15[fluorescence artefact?]

(cont.)
SMILES	HUVEC inhibit	H69AR inhibit	Fibroblast inh	Mac1 fbg enh	ERa coact pot	ERb SRC1 inh	MT1-MMP txn act	Smad3 FoxH1 inh	ERa SRC1 inh
CCn1c(SCC(=O)NCCOc2ccccc2)nc2ccccc2c1=O	96	93	100	-3	127	-4	1.1	7	2
CCC1(CC)C(=O)C(C)(C)C(=O)OC1c1cccs1 (centres undefined)	116	99	103	-4	109	-14	1	10[fluorescence artefact?]	-20
Cc1ccc(N2C(=O)C(Cl)=C(NCCO)C2=O)c(C)c1	101	84	97	0	113	-4[fluorescence artefact?]	1	-16	-5[fluorescence artefact?]
Cn1c(CNc2ccc(Cl)cc2)nnc1SCc1ccccc1	90	84	92	0	101	-17	1.2	9	-46[fluorescence artefact?]
O=C(c1ccccc1Cl)N1CCN(c2ccccn2)CC1	95	89	100	8	103	-5	1	3	-5
Cc1cc(C)n2cc(CSc3nnnn3-c3ccccc3C)nc2n1	107	93	88	-3	84	10	1.1	12	3[fluorescence artefact?]
COc1ccc(N2CCN(C(CNS(=O)(=O)c3cc(F)ccc3F)c3cccnc3)CC2)cc1 (centres undefined)	105	89	97	-1	108	-2	x	9	-6[fluorescence artefact?]
COc1cc(CNc2ccc3[nH]c(=O)[nH]c3c2)ccc1OCC(=O)NC(C)(C)C	97	93	112	1	92	4	1.3	3	0
O=C(c1ccc(Br)o1)N1CCCc2ccccc21	104	89	99	x	105	-1	1.9	-1[fluorescence artefact?]	4
CCOC(=O)N1CCC(NC(=O)c2sc(-n3cccc3)nc2C)CC1	98	85	113	-5	120[fluorescence artefact?]	-8	1.1	16	5
CCC1S/C(=C(\C#N)C(=O)NCc2ccco2)N(c2ccc(Br)cc2)C1=O (centres undefined)	82	107	84	-2	101	-5	1	7[fluorescence artefact?]	-9
COc1cccc(NC(=O)COC(=O)CCCc2c[nH]c3ccccc23)c1	85	89	104	-2	95	-5	1.4	-12	-11
O=C(CCc1ccc(S(=O)(=O)NCc2ccccc2)cc1)NCc1ccc2c(c1)OCO2	91	100	102	1	99	-4	1.2	8	-4
CC(C)c1ccc(CN2CCC(C(=O)NCc3cccnc3)CC2)cc1	89	85	101	-1	127	3[fluorescence artefact?]	1.1	10	-2[fluorescence artefact?]

An excerpt; count on the stated rates, not on these rows.
